TRHR PAM: allosterically enhances the human TRH receptor | hit rate 0.66% among 360,000 | P34981 | TRHR cells, fluo-8 calcium fluorescence, EC20 TRH enhancement | AID 493056 | enhancement, % at 2 µM; in the data active = enhancement above about 30%; note: 0% is about no effect
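TRHR-expressing cells loaded with fluo-8 calcium dye were read kinetically (ex 480/em 530) during compound addition, then stimulated with an EC20 of TRH (10 nM final). Enhancement of the Gq-mediated intracellular calcium response was scored.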
USP1 inh: USP1/UAF1 (human) deubiquitinase inhibition | recombinant USP1/UAF1, Ub-Rhodamine cleavage fluorescence | AID 743255 | Potency, µM (top dose mostly 57.1 µM), for inactives: at the top dose activity change, negative = inhibition, usual class: inhibitors | hit rate 0.23% among 390,000; note: potency is the fitted concentration of half-maximal effect; % is set by controls: 0 for no effect and ±100 for the full control effect; nearly all actives have a fitted effect of over 60% in size; inactives centre near -12
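USP1/UAF1 complex at 1 nM was preincubated with compound for 15 min at room temperature, then Ub-Rho substrate (150nM final) was added. Fluorescence (480/540 nm) was read kinetically, 6 reads every 60 seconds.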
TrxR1 substrate: substrates of rat thioredoxin reductase 1; Potency, µM (highest dose often 114 µM), for inactives: at the highest dose activity change, negative = substrate turnover; purified TrxR1 substrate turnover, NADPH consumption readout; O89049; hit rate 0.01% among 390,000; AID 588456; note: potency is the fitted concentration of half-maximal effect; % is set by controls: 0 for no effect and ±100 for the full control effect; nearly all actives have a fitted effect of over 50% in size
Target sequence (O89049 whole entry, looked up): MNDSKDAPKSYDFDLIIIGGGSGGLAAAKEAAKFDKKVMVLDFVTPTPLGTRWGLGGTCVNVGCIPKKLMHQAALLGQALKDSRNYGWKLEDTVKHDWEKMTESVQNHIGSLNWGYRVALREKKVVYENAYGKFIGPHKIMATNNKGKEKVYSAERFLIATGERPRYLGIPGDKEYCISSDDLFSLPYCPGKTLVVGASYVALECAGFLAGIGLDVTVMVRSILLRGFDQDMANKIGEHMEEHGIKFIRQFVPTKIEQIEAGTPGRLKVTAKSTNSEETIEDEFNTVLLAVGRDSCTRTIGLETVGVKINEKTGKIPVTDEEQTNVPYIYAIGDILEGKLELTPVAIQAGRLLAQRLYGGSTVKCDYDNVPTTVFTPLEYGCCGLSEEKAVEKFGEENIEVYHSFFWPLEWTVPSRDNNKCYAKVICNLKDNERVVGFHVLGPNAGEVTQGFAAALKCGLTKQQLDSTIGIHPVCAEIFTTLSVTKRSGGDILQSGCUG
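Rat TrxR1, dispensed at 90 nM, was prereduced with 400 uM NADPH (final) for 5 min at ~22 deg C, then incubated with compound 15 min before 400 uM selenite. A first-read NADPH fluorescence drop versus no-compound background flagged substrates.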
IDH1 R132H inh: blocks human mutant IDH1 R132H enzyme; O75874; IDH1-R132H enzyme, NADPH consumption, diaphorase/resazurin fluorescence; Potency, µM (doses to about 76.6 µM), without a hit: at the highest dose activity change, negative = inhibition, actives largely listed as inhibitors; hit rate 0.093% among 390,000; AID 602179; note: potency is the fitted concentration of half-maximal effect; % is set by controls: 0 for no effect and ±100 for the full control effect; nearly all actives have a fitted effect of over 65% in size
Target sequence (O75874 whole entry R132H, stated change not applied): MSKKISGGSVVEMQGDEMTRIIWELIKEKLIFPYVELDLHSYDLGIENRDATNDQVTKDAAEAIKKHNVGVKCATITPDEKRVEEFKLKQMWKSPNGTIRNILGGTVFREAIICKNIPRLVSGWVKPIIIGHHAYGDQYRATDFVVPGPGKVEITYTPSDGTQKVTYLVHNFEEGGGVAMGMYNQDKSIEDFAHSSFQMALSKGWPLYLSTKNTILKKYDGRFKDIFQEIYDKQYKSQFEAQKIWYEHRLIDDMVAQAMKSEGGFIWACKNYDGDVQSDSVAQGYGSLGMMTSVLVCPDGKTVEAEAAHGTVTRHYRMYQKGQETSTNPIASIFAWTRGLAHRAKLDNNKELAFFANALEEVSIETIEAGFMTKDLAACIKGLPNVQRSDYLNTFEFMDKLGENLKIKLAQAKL
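IDH1-R132H (0.5 ug/mL dispensed) in pH 7.5 Tris buffer was preincubated 30 min with compound, then given a substrate mix of 0.016 mM NADPH and 2 mM alpha-KG for 80 min at room temperature; remaining NADPH was read by diaphorase/resazurin fluorescence.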
rTrxR1 inhibitor: rat TrxR1 inhibition | O89049 | recombinant rTrxR1, NADPH fluorescence consumption, selenite substrate | Potency, µM (doses to about 114 µM), for the others: top-dose activity change, negative = inhibition, actives largely listed as inhibitors | hit rate 1% among 390,000 | AID 588453; note: potency is the fitted concentration of half-maximal effect; % is set by controls: 0 for no effect and ±100 for the full control effect; nearly all actives have a fitted effect of over 65% in size
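Rat TrxR1 (90 nM in the dispensed reagent) was pre-reduced with 400 uM NADPH for 5 min at room temperature, then incubated with compound for 15 min. After 400 uM selenite was added, NADPH fluorescence (Ex 340/Em 450 nm) was followed for 8 min.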
TRHR agonist: TRH receptor (human) agonism; TRHR cells, calcium flux fluo-8, FDSS agonist mode; activation, % at 2 µM; hit rate 0.18% among 360,000; in the data active = activation above about 30%; note: 0% is about no effect
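Fluo-8-loaded TRHR cells; 10 s baseline, compound added, kinetic Ca2+ fluorescence read 1/s, agonist mode.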
Pin1 inhibitor: blocks the human prolyl isomerase Pin1; Q13526; Pin1 FP peptide displacement, HiFluor488, 10 min; Potency, µM (top dose mostly 115 µM), inactives show at the highest dose activity, negative = inhibition, actives largely listed as inhibitors; hit rate 0.009% among 390,000; active = well fitted inhibition curve with a large enough effect in the polarisation, with a control signal flat, not every such curve was filed as active; inconclusive = small, poorly fitted or top-dose-only effect, or effect the other way, or a change in a side signal; inactive = no such curve, though single readings can be large or run the other way; the % refers to the polarisation; note: potency is the fitted concentration of half-maximal effect; % is set by controls: 0 for no effect and ±100 for the full control effect
Target sequence (Q13526 whole entry, looked up): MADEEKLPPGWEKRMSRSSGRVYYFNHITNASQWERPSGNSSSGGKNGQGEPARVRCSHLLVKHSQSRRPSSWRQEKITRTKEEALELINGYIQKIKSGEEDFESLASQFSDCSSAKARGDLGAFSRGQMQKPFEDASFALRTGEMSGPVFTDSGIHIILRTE
D2 antag: D2 dopamine receptor (human) antagonism; HEK293 TREx D2 cells, calcium flux, dopamine EC80; hit rate 2% among 340,000; AID 485344; inhibition, % at 10 µM; P14416; in the data active = inhibition above about 30%; note: 0% is about no effect
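Overnight-induced (tetracycline, 30 C) HEK293 T-REx cells carrying force-coupled D2 receive a no-wash calcium dye, then compound, then EC80 dopamine at 180 s; signals are read kinetically throughout.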
D2 ag: D2 dopamine receptor (human) agonism | hit rate 0.53% among 340,000 | P14416 | activation, % at 2 µM | HEK293 T-REx D2 cells, calcium flux agonist mode;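 active = activation over 3 SD above normal in the single-dose calcium agonist read, cut at about 30% in these data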; note: 0% is about no effect
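HEK293 Trex D2 cells, tetracycline-induced, o/n 30 C 5% CO2; no-wash Ca dye, RT 30–90 min; 10-cycle baseline, 23 nl cpd added, kinetic Ca read 180 s; agonist hits = positive Ca response.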
Numbers without * were called inactive; ? = inconclusive; . = not tested or not shown; & = joins results of further samples; [ ] = dose if it differs, or a comment. Unless noted, calls come from the whole dose curve; as a rule, active = well fitted inhibition curve with a large enough effect; inconclusive = small, poorly fitted or top-dose-only effect; inactive = no such curve, though single readings can be large or run the other way.

SMILES,TRHR PAM,USP1 inh,TrxR1 substrate,IDH1 R132H inh,rTrxR1 inhibitor,TRHR agonist,Pin1 inhibitor,D2 antag,D2 ag
O=S1(=O)N(CCN2CC=C(c3c[nH]c4cc(F)ccc34)CC2)c2cccc3c2N1CCC3,-9.8,-30.5%,4.5%[57.1 µM],1.3%,0.8%[57.1 µM],1.3,39.0%[activator],63.7*,1.8
c1cncc(C2CC(c3cccs3)n3ncnc3N2)c1 (stereo not given),7.1,-6.9%,5.9%,-2.1%,5.2%,-0.1,2.9%,-2.8,1.6
O/N=C1/C(=C\c2ccccc2)N2CCC1CC2,-0.5,-5.2%,1.9%,2.7%,15.7%,0.5,-0.1%,-2.3,-0.2
CCc1ccc(N2C(=O)NC(=O)/C(=C\c3cccn3CCOc3ccc(C(C)C)cc3)C2=O)cc1,1.3,-13.6%,-1.1%,-5.0%,-9.5%,0.6,34.9%[activator],-0.8,0.9
C[C@]12CCC(OC(=O)CCC(=O)O)CC1=CCC1C2CC[C@]2(C)C(=O)CCC12 (stereo not given in full),2.6,-31.2%,-5.8%[57.1 µM],-7.0%,11.9%,0.5,-0.2%,7.2,0.3
C[N+]12CCC(CC1)C(C(O)(c1ccccc1)c1cccs1)C2 (stereo not given),-2.4,-8.7%,8.3%,-3.7%,20.6%,0.6,-1.8%,-13.4,-0.1
CCC(C)C1(CC)C(=O)NC(=O)N=C1N (stereo not given),4.7,-12.4%,4.9%,-3.9%,5.9%,-0.9,0.8%,-3.0,-0.3
CC(O)C1C=CC=CC(=O)OC2CC3OC4C5OC5(C)C(O)CC4(COC(=O)C(O)C(C)CCO1)C2(C)C31CO1 (stereo not given),.,-7.4%,1.9%[11.4 µM],2.9%,4.4%[11.4 µM],.,-2.4%,.,.
O=C(NCc1ccc(C(=O)N2CCC3(CC2)OCCO3)cc1)c1ccc2c(c1)OCO2,-1.2,-15.5%,5.9%,2.2%,17.2%,-0.5,-10.4%,-22.3,0.1
Cn1cc(Br)c(C(=O)Nc2ccc3c(C(F)(F)F)cc(=O)oc3c2)n1,-2.3,-25.9%,210.7%[activator],5.8%,125.5%[activator],-0.7,7.7%,-3.2,-0.7
CCOc1ccc(CN(CCc2ccc3c(c2)OCO3)Cc2cccc(C)c2)cc1,6.4,-20.8%,8.0%,-3.7%,24.2%,1.1,3.2%,.,.
COc1ccc(N=Cc2c(O)n(CC3CCCO3)c(=O)[nH]c2=O)cc1 (stereo not given),-3.5,-10.0%,-16.8%,4.0%,-11.3%,0.0,-2.5%,9.2,-0.4
COC(=O)C(O)(c1ccc(N(C)C(=O)COc2ccccc2)cc1)C(F)(F)F (stereo not given),4.6,-6.0%,-11.1%,1.1%,-4.8%,1.0,?,-10.5,-0.6
COCc1ccc(CN2CCCC(C(=O)c3sccc3C)C2)o1 (stereo not given),11.2,-14.7%,0.8%[57.1 µM],-2.3%,-1.0%[57.1 µM],-0.1,-0.6%,38.3*,0.5
CP(=O)(O)CN1CCCCC1,3.0,4.2%,-2.8%,-3.2%,7.8%,-0.2,0.1%,-7.1,0.4
CCOc1ccccc1CN1CCCC(C(=O)c2cc(F)ccc2F)C1 (stereo not given),0.4,-7.3%,0.1%,15.3%,18.5%,-0.1,-9.0%,.,.
CC1=C(C/C(C)=C/c2ccccc2)/C(=C/CO)[C@H](O)[C@](C)(O)C12CC2,.,-21.6%,-10.4%,-4.6%,?,.,-6.2%,.,.
O=c1c2ccccc2nc(-c2ccccc2)n1-c1nccs1,-1.8,-3.6%,7.6%,3.2%,0.6%[57.1 µM],-0.2,-2.0%,5.7,0.1
COC(=O)C1=C(c2ccc(C(C)=O)cc2)C[C@@H]2CC[C@H]1N2C(=O)NCCCOC(C)C,3.8,-12.8%,2.6%,-2.5%,3.1%,-0.2,0.2%,-1.5,0.5
O=C(Nc1ccc2c(c1)OCCO2)c1cccn(Cc2cccc(F)c2)c1=O,0.1,-17.2%,-3.1%[57.1 µM],-4.3%,18.7%[57.1 µM],0.1,2.7%,.,0.3
CC(Cc1ccccc1)NCCC(c1ccccc1)c1ccccc1 (stereo not given),-2.5,-25.0%,-0.7%,-5.0%,-3.7%,4.1,0.6%,4.4,1.6
CC1CC(OP(O)(=S)c2ccc(N(C)C)cc2NC(=O)c2cccs2)CC(C)(C)C1 (stereo not given),-0.2,-23.4%,-4.1%,9.8%,?,0.1,-18.5%,2.4,-0.6
O=C(c1cccc(C(F)(F)F)c1)C1CCCN(Cc2ncc[nH]2)C1 (stereo not given),1.0,-21.8%,6.5%[57.1 µM],-5.1%,11.0%[57.1 µM],-0.5,0.6%,6.3,-0.3
CCOP(=O)(OCC)C(C)(C)NC(=O)C(Cl)(Cl)Cl,3.9,-17.0%,5.9%,3.3%,23.7%,-0.8,-5.0%,10.8,-0.4
CCCCNS(=O)(=O)c1ccc(OCC(=O)N2CCN(Cc3ccc4c(c3)OCO4)CC2)cc1,-1.1,-10.9%,3.4%,-8.5%,20.1%,-0.5,-0.7%,-6.3,0.8
Cc1ccc(-n2c(O)c(C=Nc3ccc(S(=O)(=O)N(C)C)cc3)c(=O)[nH]c2=O)cc1,2.7,-12.0%,-1.0%[57.1 µM],2.9%,-22.3%[57.1 µM],0.9,4.8%,-12.2,0.3
O=C(O)c1cn(Cc2ccccc2)nc1-c1ccccc1,-2.8,-14.9%,-0.5%,17.8%,16.6%,0.3,-9.8%,-15.3,0.2
CCOC(=O)c1ccc(N=Cc2c(O)n(-c3ccccc3F)c(=S)[nH]c2=O)cc1,-3.5,-19.3%,-1.8%,2.1%,?,-0.4,?,12.2,-0.7
O=c1c2ccccc2nc(-c2ccco2)n1-c1ccc(Br)cc1,-1.4,-1.0%,-19.0%[57.1 µM],2.2%,2.1%[57.1 µM],-0.9,-0.6%,6.6,-1.6
COC(=O)C1=C(c2ccccc2OCc2ccccc2)C[C@@H]2CC[C@H]1N2C(=O)NCc1ccccc1,-14.9,-14.2%,1.2%,8.6%,27.4%,0.5,14.7%,4.2,-0.2
CN1C(=O)C(c2ccc([N+](=O)[O-])cc2[N+](=O)[O-])C(=O)N(C)C1=O,12.6,-29.2%,-11.8%,0.7%,-3.5%,0.6,-7.7%,.,.
COc1ccc(/C=N\N=C(N)N)cc1,3.6,1.3%,-4.5%,0.5%,11.0%[57.1 µM],0.3,8.0%,18.5,2.9
COc1cccc(-n2c(CN3CCN(C)CC3)nc3ccc([N+](=O)[O-])cc3c2=O)c1,13.3,-10.8%,-13.0%,5.2%,?,-0.2,-0.6%,9.9,-0.4
O=C(CSc1ccc(-c2ccco2)nn1)Nc1ccccc1,-10.9,-21.0%,7.1%[57.1 µM],-1.5%,20µM*,0.0,-3.8%,-3.2,-1.7
CCOC(=O)C(NC(C)=O)C(OC(C)=O)c1cccc(N(CCCl)CCCl)c1 (stereo not given),-3.6,6.1%,-7.6%,-3.0%,?,-0.5,-1.0%,.,.
CCCC(=O)N(C)C1=Nc2ccc(Cl)cc2C(c2ccccc2)=[N+]([O-])C1,7.2,?,-1.8%[57.1 µM],-5.8%,8.6%[57.1 µM],2.6,2.7%,-10.2,0.7
CN1CCc2cc3c(cc2C1)OCO3,.,-10.9%,0.5%[57.1 µM],3.0%,3.9%[57.1 µM],.,-9.2%,.,.
Cc1cc(C)cc(-n2c(=O)[nH]c3ccccc3c2=O)c1,0.0,?,4.7%,8.1%,6.9%,0.6,-0.1%,.,0.9
O=C(Cc1ccccc1)N1CCN(CC2CC=CCC2)CC1 (stereo not given),-2.5,4.8%,0.1%,-0.1%,-4.4%,0.0,-9.2%,14.7,-0.1
CCNCC1(c2ccc(OC)c(OC)c2)CCCC1,-1.9,-0.6%,15.0%[57.1 µM],1.0%,11.4%[57.1 µM],0.8,1.6%,8.6,0.0
CCc1ccc(NC(=S)NC2CC3CCC(C2)N3Cc2ccco2)cc1 (stereo not given),1.6,-0.4%,6.1%,-1.0%,?,-0.4,3.6%,.,.
CC(=O)c1cccc(NC2=NCC(C)S2)c1 (stereo not given),10.9,-5.8%,11.3%[57.1 µM],9.7%,26.7%[57.1 µM],0.1,1.2%,-4.6,1.2
CCCC(C)CC1(CCO)C(=O)NC(=S)NC1=O (stereo not given),.,-6.8%,8.5%[57.1 µM],2.5%,-3.4%[2.29 µM],.,-1.8%,.,.
COC(=O)C(O)(c1ccc(NC(=O)c2ccco2)c(OC)c1)C(F)(F)F (stereo not given),-0.1,-13.8%,4.1%[57.1 µM],-1.2%,33.2%[activator][57.1 µM],0.1,-3.8%,.,.
Cc1cc(=O)oc2cc(OCC(=O)N3CCC(C(=O)O)(c4ccccc4)CC3)ccc12,2.4,-13.8%,48.3%[activator],-9.9%,-3.4%,0.5,-2.2%,.,.
C=CCn1c(O)c(C(C)=NCCN2CCOCC2)c(=O)[nH]c1=O,1.7,-27.6%,-3.9%,4.4%,-34.9%,0.5,12.3%,39.5*,0.9
O=C1C2C3CCC(O3)C2C(=O)N1CCO (stereo not given),-9.4,-7.3%,-4.8%,0.0%,6.1%,-1.2,4.5%,-4.6,-1.4
COc1ccc2c(c1)[nH]c1c(C)nccc12,-2.3,17.5%,196.0%[activator],-9.5%,8.1%&34.8%,0.1,1.6%&0.2%,2.2,0.0
CN(C)c1ccc(/C=C2/C(=N\O)C3CCN2CC3)cc1,1.2,-21.8%,-10.6%,4.5%,-14.8%,0.4,1.2%,-7.5,-0.6
O=c1oc2ccccc2c(O)c1C(c1ccccn1)c1c(O)c2ccccc2oc1=O,4.2,-10.2%,1.3%,-0.5%,25.4%,0.3,2.7%,-0.9,-2.8

Bioassay records as filed in PubChem.

Only part of the results is shown; count on the stated rates, not on these rows.
